Screens (PubChem)
Runt-SMMHC FRET – blocks binding of human RUNX1 Runt domain to CBFb-SMMHC; Cerulean-Runt/Venus-CBFb-SMMHC FRET ratio 530/480, 1 h; inhibition, % at 20 µM; hit rate 0.74% among 220,000;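 active means mean inhibition across duplicate retests at 20 µM reaching about 50%, limit read from the data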;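 further: 0% = DMSO wells and 100% = wells with excess untagged CBFb-SMMHC; inhibitors lower the FRET ratio by blocking Runt binding to CBFb-SMMHC; some results filed as inactive read as strong as hits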
Target sequence (Q01196 whole entry, looked up, the tested form may be a part): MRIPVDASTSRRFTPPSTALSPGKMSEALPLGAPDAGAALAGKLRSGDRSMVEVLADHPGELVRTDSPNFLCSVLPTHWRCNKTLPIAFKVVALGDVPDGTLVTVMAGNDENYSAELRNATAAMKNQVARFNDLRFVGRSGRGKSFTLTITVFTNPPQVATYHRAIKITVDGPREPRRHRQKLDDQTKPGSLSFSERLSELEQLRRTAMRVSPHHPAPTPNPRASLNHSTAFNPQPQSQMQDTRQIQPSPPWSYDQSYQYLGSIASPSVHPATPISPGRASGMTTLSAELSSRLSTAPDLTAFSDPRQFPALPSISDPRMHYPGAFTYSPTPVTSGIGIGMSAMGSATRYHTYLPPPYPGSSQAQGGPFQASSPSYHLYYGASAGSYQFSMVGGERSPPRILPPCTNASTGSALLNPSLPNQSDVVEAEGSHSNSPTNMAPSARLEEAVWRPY
Target sequence (Q13951 whole entry, looked up, the tested form may be a part): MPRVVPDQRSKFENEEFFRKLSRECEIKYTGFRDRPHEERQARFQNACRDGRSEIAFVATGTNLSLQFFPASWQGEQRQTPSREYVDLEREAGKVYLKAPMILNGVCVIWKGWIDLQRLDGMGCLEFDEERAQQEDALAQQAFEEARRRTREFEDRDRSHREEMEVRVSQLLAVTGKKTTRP
zVAD death inh – L929 zVAD cell death inhibition; L929 zVAD necroptosis rescue, ATP luminescence, 24 h; with zVAD 60 µM; viability rescue, % at 10 µM; hit rate 0.38% among 220,000; AID 1377;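 active means activation, scaled between plate controls, above about 75%, limit read from the data; inactive means activation under that limit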;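 further: 0% = zVAD with DMSO and 100% = DMSO alone without zVAD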
EBV gp42 inh – blocks Epstein-Barr virus glycoprotein 42 binding. Fluorescence polarization binding assay, mP read-out. Q1HVG2. inhibition, % (tested at 21.74 µM). hit rate 0.42% among 220,000. AID 1085; in the data active means inhibition above about 50%
Hck-Nef inh – human Hck-Nef kinase inhibition. inhibition, % at 20 µM. AID 463187. hit rate 0.68% among 220,000. Recombinant Hck-YEEI plus Nef, Z-Lyte FRET kinase assay;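 active means Hck-Nef kinase inhibition above about 50%, limit read from the data; inactive means inhibition below that limit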;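 further: 0% = DMSO with Hck plus Nef and 100% = Hck alone without Nef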
Mdm2 ligase inh – blocks human Mdm2 ubiquitin ligase activity. cell-based MDM2 ubiquitination luciferase reporter, 2 h; 0 = plate control, 100 = twice control, blank-subtracted. hit rate 0.11% among 210,000. Q00987. signal enhancement, % at 5 µM. AID 1230;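 active means signal enhancement of 30% or more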;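 further: luminescence tracks abundance of the self-degrading MDM2-luciferase fusion protein; higher signal means inhibition of MDM2 E3 ligase activity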
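Test system: stable mammalian line carrying autodegrading MDM2–luciferase fusion reporter; quantity: 2000 cells in each well; times: 4 h cell settling then 2 h compound exposure, 37 °C; detection: luminescence with SteadyLite reagent, 15 min at room temperature; evaluation: percent signal gain over controls, blank-subtracted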
Runt-CBFb FRET – Runt domain-CBFb interaction inhibition | Q01196+Q13951 | Cerulean-Runt/Venus-CBFb FRET ratio 530/480, 1 h | inhibition, % at 20 µM | hit rate 0.46% among 220,000 | AID 1496;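 active means inhibition over about 50% at 20 µM in the single-dose screen, limit read from the data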;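 further: 0% = DMSO wells and 100% = excess unlabeled CBFb competitor control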
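Buffer or medium: Tris pH 7.5 buffer with BSA. Assay system: Cerulean-labeled Runt domain protein. Amount: each fluorescent fusion protein 100 nM. Read-out basis: loss of energy transfer signal. Incubation: 1 h compound exposure, room temperature. Probe or stimulus: Venus-CBFb binding partner, 100 nM. Detection: FRET, excitation 422 nm, emission at 530 and 480 nm.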
14-3-3 Bad inh – disrupts binding of bovine 14-3-3 zeta to phospho-Bad peptide. TR-FRET 14-3-3zeta/Dy647-pBad peptide displacement, 1 h. hit rate 0.71% among 220,000. inhibition, % at 21.7 µM;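 active means inhibition above about 70%, limit read from the data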;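 further: 0% = full 14-3-3 plus peptide FRET controls and 100% = background without 14-3-3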
Target sequence (P63103 whole entry, looked up): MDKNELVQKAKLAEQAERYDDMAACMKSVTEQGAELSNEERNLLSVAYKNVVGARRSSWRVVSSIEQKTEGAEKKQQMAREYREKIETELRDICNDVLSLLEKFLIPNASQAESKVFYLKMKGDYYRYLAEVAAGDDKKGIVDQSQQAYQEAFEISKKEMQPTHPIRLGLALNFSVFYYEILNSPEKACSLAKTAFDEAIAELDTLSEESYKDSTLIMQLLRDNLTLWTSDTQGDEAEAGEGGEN
NCF1 inh – p47phox (human) inhibition; p47phox/p22phox peptide binding, fluorescence polarization, 2 h; P14598; hit rate 0.53% among 220,000; inhibition, % at 24.7 µM;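 active means inhibition above about 30%, limit read from the data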;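 further: 0% = p47phox with labelled peptide and 100% = labelled peptide alone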
TbHK1 inh – T. brucei hexokinase 1 inhibition; recombinant TbHK1, G6PDH-coupled NADH A340; inhibition, % at 10 µM; hit rate 0.11% among 220,000; AID 1430;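 active means inhibition of 50% or more in the single-dose primary screen; inactive means inhibition below 50%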
Active calls of the source: *; / = no result given; [ ] = another dose, or the depositor's remark. Rows are unselected; any-hit rate near 3.2%.

SMILES	Runt-SMMHC FRET	zVAD death inh	EBV gp42 inh	Hck-Nef inh	Mdm2 ligase inh	Runt-CBFb FRET	14-3-3 Bad inh	NCF1 inh	TbHK1 inh
O=C(NCC1CCCN(Cc2ccccc2F)C1)c1cccc(C(F)(F)F)c1 (configuration not stated)	-0.5	-0.5	0.4	-13.6	-9.9	-1.2	-7.8	0.1	-1.1
CCN(CC)CCCOC(=O)C1(c2ccccc2)CCCC1	1.5	-0.6	-14.2	-1.7	-8.2	-0.8	3.6	-4.0	4.3
O=C(NC1CC2CCCC(C1)N2C(=O)NC1CCCCC1)c1ccccc1 (configuration not stated)	0.3	0.5	-21.6	1.8	-10.7	-0.2	-4.1	-2.5	4.9
O=C(Cn1ncc2c(=O)oc3ccccc3c21)NCc1cccnc1	-3.6	1.4	-0.8	-3.4	11.2	-0.6	-2.1	9.3	6.9
Cc1ccc(CCNc2ccccc2C)cn1	-2.0	-0.1	-4.3	6.4	-0.6	-1.7	-6.5[fluorescence artefact?]	-7.5	-3.6
COC(=O)c1ccc(NC(=O)CSC2=Nc3ccccc3C3CC=NN23)cc1 (configuration not stated)	1.3	0.0	-20.0	2.8	-0.1	-5.3	-8.2	-61.6	-4.6
O=C(O)CCC(=O)Nc1sc2c(c1C(=O)Nc1ccccc1)CCCCC2	38.2	3.9	-3.0	39.1	-19.0	28.7	-12.6	-6.4	-1.5
CCOC(=O)c1[nH]c(C(=O)O)c(OC(=O)CC)c1C	0.9	1.3	-9.9	1.4	-3.1	0.4	-7.5	-10.5	-7.6
CCOC(=O)CSc1nc(N)cc(=O)[nH]1	1.8	0.0	-9.6	1.2	-19.5	-0.9	-10.1	-24.2	0.9
Cc1ccc(S(=O)(=O)CC(=O)Nc2ccc(Cl)cn2)cc1	2.6	2.1	-7.0	13.6	-4.3	1.1	-4.5	-3.9	2.6
O=C1CCC/C(=N/NC(=O)c2ccc(NS(=O)(=O)c3cccs3)cc2)C1	0.1	-1.0	8.4	19.4	-12.4	2.6	-2.5	-4.0	-6.0
CCOc1ccc(C(=O)/C=C/c2cn(CN3CCN(C)CC3)c3ccccc23)cc1	21.3	0.0	-32.5	0.5	-11.4	13.0	2.8[fluorescence artefact?]	-20.7	-9.3
CC(C)(C)NC(=O)NC(=O)CN1CCN(S(=O)(=O)c2ccccc2)CC1	1.3	0.7	-14.5	27.2	/	1.8	4.7	-11.1	-6.4
CCOc1cc(NC(=O)c2ccccn2)c(OCC)cc1NC(=O)CC(C)C	-0.5	1.8	-14.4	-0.2	-24.1	-5.0	3.2	-9.5	-11.8
CC1(C)CC2CC(C)(CN2c2ncnc3ccc(Br)cc23)C1 (configuration not stated)	4.1	/	-1.6	-17.9	-13.0	-3.5	13.6	-3.0	-1.1
O=C(COC(=O)c1cccnc1Cl)c1ccc(F)cc1	-2.5	1.8	-2.3	-5.4	-58.0	-1.1	-14.9	-4.0	-1.7
Cc1ccccc1C(O)c1ccccn1 (configuration not stated)	0.7	0.0	13.6	-0.5	-15.7	1.3	-5.4	-4.0	-7.6
CCCn1c(SCC(=O)NCc2ccco2)nnc1-c1ccncc1	2.6	7.5	-15.0	21.4	1.1	73.8*	-12.5	-1.9	-2.4
COc1ccc(CCNC(=O)CSc2nnnn2Cc2ccc3c(c2)OCO3)cc1OC	-0.2	1.1	-4.4	1.3	-3.0	-1.5	17.3	-9.0	-0.5
Cc1ccc(C(=O)NNc2cc(=O)n(C)c(=O)n2C)cc1C	48.8	0.6	0.4	5.9	-7.0	20.1	1.8	-5.1	-3.1
CC(NCc1ccncc1)C12CC3CC(CC(C3)C1)C2 (configuration not stated)	2.4	6.2	-22.6	16.5	-1.6	4.0	37.6	14.4	1.6
Cc1occc1-c1nc(-c2ccccn2)no1	0.0	0.8	-18.3	-1.0	-21.3	-0.7	4.3	-12.9	0.7
N#Cc1nc(Cc2ccccc2)oc1N1CCN(c2ccccc2)CC1	1.3	0.7	-9.5	1.7	-15.3	-2.0	1.8	-6.6	6.9
CCOC(=O)c1ccc(COC(=O)c2nonc2N)cc1	-0.8	1.7	-21.3	6.3	0.3	-1.9	-3.0	-5.1	3.5
CC(C)NC(C(=O)Nc1cc(Cl)cc(Cl)c1)c1ccccc1 (configuration not stated)	-3.6	0.3	-6.1	1.2	-3.7	-2.2	10.3	-7.8	-1.5

The results go on:
SMILES	Runt-SMMHC FRET	zVAD death inh	EBV gp42 inh	Hck-Nef inh	Mdm2 ligase inh	Runt-CBFb FRET	14-3-3 Bad inh	NCF1 inh	TbHK1 inh
Cc1nc2cc(NC(=O)N3CCCC3)ccc2n1C	-0.7	2.2	-15.2	18.3	4.7	-1.7	-10.0	-1.8	-1.6
COC(=O)C1=NNC2(c3ccc(Cl)cc3)C(=O)N(c3ccc(Cl)cc3)C(=O)C12 (configuration not stated)	0.6	0.7	1.3	1.6	-7.6	0.7	0.4[fluorescence artefact?]	-5.1	-3.9
CCOC(=O)c1ccccc1NC(=O)CN(c1ccc(OCC)cc1)S(C)(=O)=O	/	-2.3	-0.4	20.5	19.2	/	2.1	-0.3	-0.8
COc1ccc(C2=NN(CN3C(=O)C(=O)c4ccccc43)C(c3ccc(C)cc3)C2)cc1 (configuration not stated)	0.7	-0.4	-13.2	1.3	-32.0	0.3	5.1	-1.0	-13.9
O=C(CCc1ccccc1)OCCN1CCOCC1	2.1	-0.4	-8.9	-0.2	-22.2	-1.1	19.5[fluorescence artefact?]	0.2	-0.3
O=C(CNC(=O)c1ccccc1)OCc1cccc([N+](=O)[O-])c1	-0.8	0.4	-2.7	-0.1	2.7	-1.5	-8.4[fluorescence artefact?]	-52.3	29.8
CNCCCC1Sc2ccccc2Oc2ccccc21 (configuration not stated)	1.5	-0.7	-1.3	3.7	-13.3	-0.3	40.6[fluorescence artefact?]	-7.7	5.9
CCOc1ccc(-c2nc(C)c(C(C)=O)n2O)cc1	7.2	-0.5	5.2	0.9	-15.9	7.6	27.0[fluorescence artefact?]	-17.6	-23.2
O=C(CCC(=O)NNc1nc2ccccc2c2nc(-c3ccccc3)nn12)NCCCN1CCOCC1	-2.8	1.8	-24.1	25.5	-16.4	1.0	-6.5	-19.9	-2.0
CCCCCCN=CC1=C(O)CC(C)(C)CC1=O	-0.4	0.2	-10.4	3.0	-16.5	-2.6	1.0	-12.3	-2.1
CCc1nnc(NC(=O)CSc2nnc(-c3ccccc3NC(=O)c3ccccc3)o2)s1	0.6	1.6	4.8	4.6	-3.5	3.9	10.5[fluorescence artefact?]	-4.9	-14.0
C=CCNC(=S)N1CCC(C(=O)c2ccc3c(c2)OCCO3)CC1	1.7	48.4	-15.9	14.6	-8.6	-1.0	-12.3	-2.7	-9.8
COc1ccc([N+](=O)[O-])cc1N(CC(=O)NCc1ccco1)S(C)(=O)=O	1.1	2.2	0.2	3.4	-11.5	1.7	-1.1	-9.0	-9.2
O=C(COc1ccc(/C=N/NS(=O)(=O)c2ccccc2)cc1)NCc1ccccc1	-9.1	0.0	-15.4	-0.4	-5.5	-4.9	-12.1[fluorescence artefact?]	-3.6	1.2
NNC(=O)c1ccc(NS(=O)(=O)c2ccc(Br)cc2)cc1	-1.6	-0.4	-9.0	-0.1	-16.3	-0.8	-5.9	-5.3	-22.5
CSc1cccc(NC(=O)CSc2nnc(C)s2)c1	1.7	-0.3	-8.1	0.7	-0.6	1.8	-8.1[fluorescence artefact?]	-10.6	7.5
Cc1cc(Nc2n[nH]c(N)c2C#N)ccc1F	-3.7	0.1	-10.1	7.6	-9.7	-0.8	-13.0	-3.1	0.8
O=[N+]([O-])c1ccc2oc(-c3cccc(O)c3)nc2c1	-0.7	0.1	-8.5	10.8	-22.0	-0.6	-11.8	-8.2	-7.8
O=C(NCc1ccccc1)c1nc(-c2cccs2)no1	4.0	-0.3	-1.2	-27.3	-90.4	-0.4	-0.2	-7.3	12.0
O=C(CSC1=Nc2ccccc2C2=NC(CC(=O)N3CCN(c4ccccc4)CC3)C(=O)N12)NCC1CCCO1 (configuration not stated)	3.1	-1.2	12.8	-10.2	-11.8	-0.9	-13.8	-16.0	-7.2
O=C(CC1Nc2c3ccccc3nc(=S)n2C1=O)NC1CCCCC1 (configuration not stated)	-0.1	0.3	-0.1	24.1	-2.8	-0.2	-12.1	3.8	-5.3
O=C(Cc1cc(=O)[nH]c(=O)[nH]1)N1CCC(Cc2ccccc2)CC1	-1.7	0.4	3.6	6.1	-8.3	-2.0	-8.9	-9.5	-2.1
CCCCNC(=O)Oc1cc(CCl)on1	0.9	1.4	-10.4	-17.2	-8.3	0.6	-3.3	-6.2	-2.5
CC1=C(C(=O)NC(C)c2ccccc2)C2(CCC(C)CC2)OC1=O (configuration not stated)	3.3	0.0	-10.5	21.8	/	-0.3	-4.8	-14.5	0.4
COc1ccc(-n2ncc3c(NCc4cccs4)ncnc32)cc1	-3.1	-0.2	-1.4	3.6	-25.7	-0.2	9.6	-8.8	-1.5

(cont.)
SMILES	Runt-SMMHC FRET	zVAD death inh	EBV gp42 inh	Hck-Nef inh	Mdm2 ligase inh	Runt-CBFb FRET	14-3-3 Bad inh	NCF1 inh	TbHK1 inh
O=C(CCc1nnc(CCCc2ccccc2)o1)N1CCCCCC1	-0.3	-0.3	-3.4	11.4	-4.9	0.2	-13.8	2.9	-15.1
Clc1ccccc1Sc1cnc2ccccc2n1	-1.3	0.7	-23.5	2.3	-3.3	2.7	-0.2[fluorescence artefact?]	-11.1	-9.1
O=C1CCCC2=C1C(c1ccc(O)c(O)c1)c1c(ccc3ncccc13)N2 (configuration not stated)	40.7	5.0	7.4	21.6	4.2	51.1*	6.5	14.3	-11.0
Cc1ccc(C(=O)Nc2cccc(C(=O)NCc3ccco3)c2)cc1	4.1	0.8	-22.6	7.9	-11.0	1.1	-3.7	-10.3	7.7
O=C(CSc1cccc2cccnc12)N/N=C/c1ccc(F)cc1	-1.6	2.2	-8.8	14.4	-5.2	2.1	-4.4	-11.6	6.5
Cc1nnc(N(CCC#N)CCC#N)s1	3.3	0.2	6.1	1.5	-8.2	0.3	6.4[fluorescence artefact?]	-16.6	4.9

Single records, from the list above. Order of values: Runt-SMMHC FRET, zVAD death inh, EBV gp42 inh, Hck-Nef inh, Mdm2 ligase inh, Runt-CBFb FRET, 14-3-3 Bad inh, NCF1 inh, TbHK1 inh
Clc1ccccc1Sc1cnc2ccccc2n1 across the screens: -1.3, 0.7, -23.5, 2.3, -3.3, 2.7, -0.2[fluorescence artefact?], -11.1, -9.1
Cc1ccc(C(=O)Nc2cccc(C(=O)NCc3ccco3)c2)cc1 across the screens: 4.1, 0.8, -22.6, 7.9, -11.0, 1.1, -3.7, -10.3, 7.7
O=C1CCCC2=C1C(c1ccc(O)c(O)c1)c1c(ccc3ncccc13)N2 (configuration not stated) across the screens: 40.7, 5.0, 7.4, 21.6, 4.2, 51.1*, 6.5, 14.3, -11.0
O=C(CCc1nnc(CCCc2ccccc2)o1)N1CCCCCC1 across the screens: -0.3, -0.3, -3.4, 11.4, -4.9, 0.2, -13.8, 2.9, -15.1
O=C(CSc1cccc2cccnc12)N/N=C/c1ccc(F)cc1 across the screens: -1.6, 2.2, -8.8, 14.4, -5.2, 2.1, -4.4, -11.6, 6.5
